# PriA SSB inh = inhibitors of Klebsiella pneumoniae PriA binding to SSB C-terminal tail. AlphaScreen SSBct-PriA binding, biotinylated peptide. inhibition, % at 33 µM. actives 0.6% (n = 430,000). AID 1272365; in the data active = inhibition mostly above about 37%, no sharp cut-off; inactive = mostly below about 20%;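 also: plate controls were negative control peptide for no effect and reference peptide for full effect; strong numbers were not always called active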
# * marks the source's active call; other numbers are inactive results; i = inactive; & = joins results of further samples. Not all compounds are listed; rates above refer to the full screens.
SMILES,PriA SSB inh
O=C(c1ccccc1F)N1CCc2oncc2C1,7
O=C(COc1ccc(Cl)cc1)N1CCC[C@H](Oc2cccnn2)C1,-13
O=C(c1nc2ccccc2s1)N1CCCC[C@H](c2ccccc2)C1,-2
COc1cc(C=NNC(=S)NC2CC3CCC2C3)ccc1O (stereo unspecified),12
COc1ccc(Br)c(C(=O)NCC[C@H](O)C2CCOCC2)c1,-4
CCc1ccccc1NC(=O)CSc1nccn2nc(-c3ccccc3OC)cc12,-11
Cc1cc2ncc(CCCO)cn2n1,9
Cc1ccsc1[C@@H](O)CNS(=O)(=O)c1ccc2oc(=O)n(C)c2c1,-1
Cn1nc(CNS(=O)(=O)/C=C/c2ccccc2)cc1-c1ccncc1,-9
CSc1ccccc1C(=O)NCC[C@H](O)c1ccsc1,-11
COC(=O)c1ccc(C(=O)Nc2sc3c(c2C#N)CC(C)(C)NC3(C)C)cc1,-6
O=C(O)CC1CCCCN1S(=O)(=O)c1ccc(Cl)cc1 (stereo unspecified),-15
COc1cc(C(=O)NN=CC2CC=CCC2)cc(OC)c1OC (stereo unspecified),-9
Cc1cc(Nc2ccc(F)c(Cl)c2)nc(-n2cc([N+](=O)[O-])cn2)n1,10
CC(C)(C)n1ncc2c(=O)n(CCC(=O)Nc3ccc4c(c3)OCO4)cnc21,4
CCOc1cc(C=NNC(=O)c2nnn(-c3nonc3N)c2C)ccc1OCc1ccc(F)cc1,-4
Cc1cc(NC(=O)CN2C(=O)/C(=C\c3cccs3)SC2=S)no1,-3
COC(=O)c1ccc(Cn2nc(-c3cccs3)n(C3CC3)c2=O)o1,-1
CCCCNC(=S)NN=Cc1cc(C)ccc1C,-8
CCCn1c(C(=O)NCc2ccccc2-c2ccsc2)cc2c(=O)n(C)c(=O)n(C)c21,-2
CCOC(=O)c1sc(NC(=O)c2cc(C)no2)nc1C,-11&10
Cc1ccc(S(=O)(=O)N2CCC3(CC2)N=C(c2ccc(Br)cc2)C(=O)N3)cc1C,1
COc1cc(Cn2nc(C(C)C)c3cnn(C(C)(C)C)c3c2=O)cc(OC)c1,-22
Cc1cccc(NCC(=O)N/N=C/c2cccn2C)c1,i
CC(=NNC(=O)c1ccc(CN2CCOCC2)cc1)c1ccc(NC(=O)c2ccccc2)cc1,1
CC(=O)CSc1nnc(CNC(=O)c2cccc(C(F)(F)F)c2)o1,-1
O=C(NN=Cc1cn[nH]c1-c1ccccc1)c1ccco1,-8
Cc1ccc(NC(=O)CSc2nccc(N3CCCC3)n2)c(Br)c1,4
CCNC(=O)Cc1csc(NC(=O)C(C)(C)C)n1,16
O=C(N/N=C\c1cc(Br)cs1)c1ccccc1O,-7
CCOC(=O)c1ccc(OCC2c3cc(OC)c(OC)cc3CCN2C(=O)Cc2cccs2)cc1 (stereo unspecified),-11&-1
COc1cc(C2CC(=O)NC(SCc3ccccc3)=C2C#N)cc(Br)c1O (stereo unspecified),11
CCCCOc1ccc(C(=O)NCc2nc(C)no2)cc1,-4
CC(=Nc1cc(C)cc(C)c1)N(C)CCNS(=O)(=O)c1ccc(Cl)cc1,-2
CC(C)N(CC#CCNC(=O)C1CCCN(C)C1)C(C)C (stereo unspecified),-4
Cc1ccc(OCCOc2cccc(C=NNC(N)=O)c2)cc1,3
Cc1cc(NC(=O)CN2CCC(c3nnc(-c4ccsc4)o3)CC2)no1,0
Cc1ccccc1C=NNC(=O)c1ccccc1-n1cccc1,8
Cc1ccc(NC(=O)Cn2cccc(-c3nc(-c4ccccc4)no3)c2=O)cc1F,-1
COc1c(Cl)ccc(Cl)c1C(=O)NCCc1ccccc1,-12
Cc1ccc(S(=O)(=O)N2CCc3ccc(NS(=O)(=O)c4ccc(C)s4)cc3C2)cc1,3&4
O=C(Cn1cnc(-c2ccccc2)cc1=O)Nc1ccc(C(F)(F)F)cc1,-19&-3
Cc1ccc(C2c3c(c4ccccc4oc3=O)Oc3c2c(=O)oc2ccccc32)o1,2
C=C(C)CN1CCN(c2cc(-c3ccccc3)nc3c(-c4ccccc4)c(C)nn23)CC1,-7
COc1cccc2cc(C(=O)NCc3cc(-c4ccncc4)n(C4CCCC4)n3)oc12,-11
O=C(NCCn1nc(-n2ccc3ccccc32)ccc1=O)NC1CCCCC1,-13
CCOc1cc(C(=O)Nc2ccc3c(c2)C(=O)NCCO3)cc(OCC)c1OCC,-19
Cc1ccc(C(=O)NCCn2ncc3c(=O)n(Cc4ccccc4)cnc32)cc1C,-31&-13
Cc1ccc(-n2nnc(C(=O)Nc3ccc4c(c3)C(=O)OC4)c2N)cc1,-6
CC1C(=O)NCCN1C(=O)C1CCCN(S(=O)(=O)c2ccc(Cl)cc2)C1 (stereo unspecified),-1
Cn1nc(CNC(=O)c2ccc(Cl)s2)cc1-c1ccccn1,6
Cc1cccc(NC(=O)Cc2c(C)nc(SCc3ccccc3F)[nH]c2=O)c1C,3&3
CCc1cc(=O)n(CC(=O)Nc2ccc(Cl)c(Cl)c2)c(-n2nc(C)cc2C)n1,-9
O=C(NCc1nn(C2CCCC2)c(=O)c2ccccc12)c1cnn(-c2ccccc2)n1,-13
CCOC(=O)c1ccc(NC(=O)CCCSc2nc(NC(=O)c3ccccc3)c3c(C)c(C)oc3n2)cc1,0
CC(C)(C)c1cc(=O)n2c(n1)SCC(C(=O)NCc1nc3ccccc3[nH]1)C2 (stereo unspecified),15
Cc1ccc(NC(=O)CSc2cn(C)c3ccccc23)cc1Cl,-22
Cc1nnc(C)n1N=Cc1cc2ccccc2nc1Cl,11
Cc1ccc(Cl)c2sc(N3CCN(S(C)(=O)=O)CC3)nc12,0
CC(=O)NCCn1ncc2c(=O)n(Cc3ccccc3F)cnc21,-2

# (further entries)
SMILES,PriA SSB inh
Cn1nc(C(=O)N2CCN(c3ccccc3F)CC2)ccc1=O,-8
O=C(O)C(Cc1cnc[nH]1)N1C(=O)C2C3c4ccccc4C(c4ccccc43)C2C1=O (stereo unspecified),10
CS(=O)(=O)NCc1ccc(C(=O)c2ccco2)s1,-11
CC(C)(C)NC(=O)CCC(=O)O,-13
CCN(CC)c1ccc(C=NNS(=O)(=O)c2cccc([N+](=O)[O-])c2)cc1,46*
Cn1c(=O)[nH]c(=O)c2c1nc(Br)n2CC=NNc1ccccc1,-6
CS(=O)(=O)c1ccc(-c2nnc(SCc3ccc([N+](=O)[O-])cc3)o2)cc1,-8
COc1ccc(OC)c(NC(=O)CSc2nc3c(sc(=S)n3-c3ccccc3)c(=O)[nH]2)c1,11
Cn1nc2cc(Br)ccc2c1C(=O)NC1CC2CCC(C1)N2S(C)(=O)=O (stereo unspecified),1
O=c1cc(-c2ccc(Cl)cc2)oc2ccc(F)cc12,-9
COc1ccccc1NC(=O)CCC(=O)NN=C(C)c1ccc(C)cc1,-18
O=C(C(C=Nc1ccc(Br)cc1)=C(O)c1ccco1)C(F)(F)F,7
CN1CCN([C@@H](CNC(=O)C(=O)NC(C)(C)C)c2ccc(F)cc2)CC1,5
CSc1ccc(C=NNC(=O)c2ccc(O)cc2)cc1,-5
O=C(NC(=S)NCCC1=CCCCC1)c1ccccc1I,3
COc1ccccc1N1CCN(C(=O)Cc2csc(Nc3ccc(F)cc3)n2)CC1,1
O=C(NCc1c(F)cccc1F)Nc1c[nH]c2ccccc12,-2&16
O=C(NC=NOCc1ccc(Cl)cc1Cl)NOCc1ncc(C(F)(F)F)cc1Cl,-7
Cc1nnc(SCc2ccc(Cl)c(Cl)c2)[nH]c1=O,-15
Cn1nc(CN(Cc2ccco2)C(=O)N2CCNC2=O)c2c1CCC2,-7
O=C(CSc1nnc(Cn2ccc(=O)[nH]c2=O)o1)N1CCc2ccccc21,-22
COc1ccc(Cl)cc1NC(=O)N1CCc2nc(NC(=O)C3CCCO3)sc2C1 (stereo unspecified),-2
Cc1ccc(C)c(NC(=O)C(C)Oc2ccc(F)cc2)c1 (stereo unspecified),-8&8
Cc1nc2ccccn2c1C(=O)NN=Cc1ccc(CNC(=O)C(=O)Nc2ccccc2)o1,4
O=C(CCn1cnc2ccccc2c1=O)NCc1ccnc(-c2cccs2)c1,-5
CN(Cc1ccccc1)S(=O)(=O)c1ccc(-c2nc(C#N)c(NCc3ccc(F)cc3)o2)cc1,-13
COc1cccc(NC(=O)c2oc3ccccc3c2N)c1,12
O=c1sc2ccccc2n1Cc1nnc(SCc2ccccn2)n1-c1cccc(C(F)(F)F)c1,-34
C=CCN=C1CC(C)(C)CC(=O)C1=C(O)CCCN1C(=O)c2ccccc2C1=O,-2
O=C(CN1CCC(c2nnc(C3CC3)o2)CC1)NCCc1ccccc1,-6

# 3 structures from above, arranged by formula weight, ascending:
SMILES,PriA SSB inh
CC(C)(C)n1ncc2c(=O)n(CCC(=O)Nc3ccc4c(c3)OCO4)cnc21,4
CC(=NNC(=O)c1ccc(CN2CCOCC2)cc1)c1ccc(NC(=O)c2ccccc2)cc1,1
Cc1ccc(S(=O)(=O)N2CCC3(CC2)N=C(c2ccc(Br)cc2)C(=O)N3)cc1C,1

# (cont.)
SMILES,PriA SSB inh
O=S(=O)(/C=C/c1ccccc1)N1CCO[C@@H](Cc2ccccc2)C1,-5
CC(C)S(=O)(=O)NCCc1nc(C2CC2)cc(C(F)(F)F)n1,12
Cc1ccc(NC(=O)CSc2nnc(CCc3c(C)[nH]c(=O)n(C)c3=O)o2)cc1F,-8
O=S(=O)(c1ccc2c(c1)OCCCO2)N1CCS[C@H](c2cc(F)ccc2F)CC1,-15
CCOc1ccccc1NC(=O)c1cc(=O)c(OCC)cn1C,-10
CCCC(=O)Nc1ccc(S(=O)(=O)Nc2ccc3c(c2)N(C)C(=O)C(C)(C)CO3)cc1,-3
CCSc1ccc(CC(=O)Nc2nc3ccc4sc(C)nc4c3s2)cc1,-6
CC(=O)N1CC(C(=O)Nc2ccc(S(=O)(=O)Nc3ncccn3)cc2)C1,-11
CC(=O)Oc1ccc2c(=O)c(-c3cnn(-c4ccccc4)c3)c(C(F)(F)F)oc2c1OC(C)=O,-5
O=C(O)CCC(=O)NNC(=O)CSc1nc2ccccc2[nH]1,-4
COC([O-])=Nc1c[n+](-c2ccc(C)cc2)no1,-5
O=C(NCC1CCN(C2CCCC2)CC1)C(=O)Nc1ccc2c(c1)OCCO2,0
CCOC(=O)C1=C(C)NC2=C(C(=O)c3ccccc32)[C@H]1c1ccc(Cl)cc1,1
COc1ccc(C(C)=NNC(=O)CNC(=O)c2ccco2)cc1,-7
CCOc1ccc2ccccc2c1C(=O)NCCCn1ccc2cccnc21,11
CCOC(=O)N1CCN(C(=O)Nc2nc(CC(=O)NCc3ccco3)cs2)CC1,-7
COc1cccc(C(CNC(=O)c2ccc3nsnc3c2)OC)c1 (stereo unspecified),-12
CCOC(=O)CC(=O)CSc1ccc2nnc(-c3ccccn3)n2n1,64
CCOc1cccc(C=NNC(=O)CC2C(=O)NN=C2C)c1O (stereo unspecified),-11
CCOC(=O)c1ccccc1NC(=O)CSc1nnc(-c2c[nH]c3ccccc23)n1C,-10
COc1cccc(NC(=O)CSc2ccc(-c3ccccn3)nn2)c1,76*
COc1ccc(S(=O)(=O)Nc2ccc3c(c2)NC(=O)C(C)(C)CO3)cc1F,0
CN(C)c1ccc(CCNC(=O)Cc2ccc(Cl)cc2)cc1,-4
CN(C)CC#CCNC(=O)c1cc(-c2ccccc2)nn1C,-9
CN(C)[C@@H](CNC(=O)NCc1ccc(F)cc1)c1ccc2c(c1)CCO2,-6
O=C(NCc1cc(-c2ccccc2)on1)c1ccccc1C(F)(F)F,-1
Cn1cccc1CN(Cc1cccs1)S(=O)(=O)c1cc2c3c(c1)CCN3C(=O)CC2,9
COC(=O)c1ccc(NC(=O)Cn2cccc(-c3nc(-c4ccc(OC)c(OC)c4)no3)c2=O)cc1,5
CC(=NOC(=O)NC(C)C)c1sc(-c2ccc(Cl)cc2)nc1C,-22
O=C(CSC1CCCC1)Nc1ccc(CC(=O)NC2CC2)cc1,-13
COc1ccc(C(=O)NCC2CCN(c3ccncc3)CC2)c(OC)c1OC,-5
O=C(c1csc(Nc2ccc(OC(F)F)cc2)n1)N1CCc2ccccc21,-15
COc1ccc(-c2nc(NC(=O)c3cccc(NS(=O)(=O)c4ccccc4)c3)sc2C)cc1,24
CN(C)[C@@H](CNC(=O)c1ccccc1Cl)c1cn(C)c2ccccc12,-8
O=C(NCc1ccccn1)C(=O)Nc1ccc2c(c1)OCCO2,3
CC(=NNS(=O)(=O)c1cccc([N+](=O)[O-])c1)c1c[nH]c2ccccc12,8
COC(=O)c1ccc(-n2cccn2)nc1,-33
COc1ccc(-c2cn3c(C(=O)NCCc4ccc(S(N)(=O)=O)cc4)csc3n2)cc1,-2&27
CC(=O)Nc1cccc(NC(=O)CSc2ccc(NC(=O)C(C)C)nn2)c1,-1
CCCn1c(=O)c(C(=O)NN=Cc2ccccc2F)c(O)c2ccccc21,-1
CCc1ccc(C2=NN(c3ccc(S(N)(=O)=O)cc3)C(c3ccc(O)cc3)C2)cc1 (stereo unspecified),-8
Cc1c(-c2cccc(NC(=O)CCC3CCCC3)c2)nc2ncccn12,-12
CCCCS(=O)(=O)NCC1CCN(C)CC1,-12
O=C(COc1ccccc1F)NCCCn1nc(-c2ccccc2)ccc1=O,-1

# Some of these compounds in order of SMILES length, rising.
SMILES,PriA SSB inh
COC(=O)c1ccc(-n2cccn2)nc1,-33
CCCCS(=O)(=O)NCC1CCN(C)CC1,-12
O=C(NCc1ccccn1)C(=O)Nc1ccc2c(c1)OCCO2,3
CC(=NOC(=O)NC(C)C)c1sc(-c2ccc(Cl)cc2)nc1C,-22
Cc1c(-c2cccc(NC(=O)CCC3CCCC3)c2)nc2ncccn12,-12
COc1ccc(C(=O)NCC2CCN(c3ccncc3)CC2)c(OC)c1OC,-5
CCCn1c(=O)c(C(=O)NN=Cc2ccccc2F)c(O)c2ccccc21,-1
CC(=O)Nc1cccc(NC(=O)CSc2ccc(NC(=O)C(C)C)nn2)c1,-1
Cn1cccc1CN(Cc1cccs1)S(=O)(=O)c1cc2c3c(c1)CCN3C(=O)CC2,9
CC(=NNS(=O)(=O)c1cccc([N+](=O)[O-])c1)c1c[nH]c2ccccc12,8
COc1ccc(-c2cn3c(C(=O)NCCc4ccc(S(N)(=O)=O)cc4)csc3n2)cc1,-2&27
COc1ccc(-c2nc(NC(=O)c3cccc(NS(=O)(=O)c4ccccc4)c3)sc2C)cc1,24
COC(=O)c1ccc(NC(=O)Cn2cccc(-c3nc(-c4ccc(OC)c(OC)c4)no3)c2=O)cc1,5

# Screening results (PubChem BioAssay)
